# West Nile antiviral: inhibition of WNV-induced cytopathic effect – cell-based, CPE readout (AID 1621); West Nile virus-infected cells, CPE inhibition; higher % means a stronger effect; one-dose CPE inhibition, % at 10 µM; IC50 in µM for titrated hits; 290,000 compounds, 0.02% hits; in the data active = a potency from the dose series; note: strong numbers were not always called active
# WT yeast gro inh: growth inhibition of WT yeast, mitochondrial fusion screen; mitochondrial fusion phenotypic screen, WT strain; inhibition, % at 10 µM; 190,000 compounds, 2.1% hits; in the data active = inhibition above about 58%; tested in S. cerevisiae
# bCat nuc transl: alters nuclear translocation of beta-catenin in HeLa cells; AID 1665; 190,000 compounds, 0.3% hits; immunofluorescence imaging; nuclear translocation activity, % at 5 µM;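 active = nuclear translocation activity above 50% at 5 µM, with a well cell count of 50 or more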;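 note: per-cell ratio of nuclear to cytoplasmic median beta-catenin stain intensity; plate controls were DMSO negative control for no effect and GSK-3 inhibitor IX positive control for full effect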
#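 assay system = human HeLa cells, endogenous beta-catenin | times = compound treatment 24 h, 37°C, 5% CO2 | detection = Anti-beta-catenin immunofluorescence on PFA-fixed, Triton-permeabilized cells, DAPI nuclei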
# RSV CPE inhibition: RSV antiviral activity via CPE protection, HEp-2 cells, primary 10 µM value included (AID 2391) | CPE inhibition, % at 10 µM, or IC50 in µM where a hit was titrated | HEp-2 cells, RSV-induced CPE inhibition; higher % means a stronger effect | 310,000 compounds, 0.13% hits; in the data active = a potency from the dose series; note: strong numbers were not always called active
# Large T inhibition: SV40 large T antigen inhibitors, biochemical (AID 1903). SV40 large T antigen ATPase/helicase inhibition assay; higher % means a stronger effect. one-dose inhibition, % at 20 µM; IC50 in µM for titrated hits. 310,000 compounds, 0.39% hits; in the data active = a potency from the dose series; note: strong numbers were not always called active
# MgcRacGAP inhibition: MgcRacGAP GTPase-activating activity inhibitors, confirmation, biochemical, ADP Hunter fluorescence | MgcRacGAP-stimulated Rac1 GTP hydrolysis, ADP Hunter fluorescence; higher % means a stronger effect; GST-tagged Rac1 F28L mutant substrate | inhibition, % at 30 µM; hits with a dose series show IC50 in µM | 340,000 compounds, 0.6% hits;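 active = first-screen hits whose inhibition reached a set limit at any dose in the follow-up dose series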;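 note: fluorescence reports GDP produced by GAP-driven GTP hydrolysis; strong numbers were not always called active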
# PhoP inhibition: inhibitors of PhoP regulon expression, primary screen, Salmonella Typhimurium, GFP reporter (AID 1863) | 300,000 compounds, 0.16% hits | inhibition, % at 50 µM; hits with a dose series show IC50 in µM | S. Typhimurium PhoP-regulated promoter GFP reporter, 4 h; higher % means a stronger effect;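 active = inhibition over 29.93%, a cutoff 3 SD above the screen mean, later confirmed by dose response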;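 note: 0% = low Mg2+ inducing control and 100% = high Mg2+ repressing control; strong numbers were not always called active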
# Myeloid diff MLP: myeloid differentiation induction; 360,000 compounds, 1% hits; calls only at 10 µM; ER-HoxA9 myeloid progenitors, lysozyme-GFP differentiation, flow cytometry; AID 624256;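 active = normalized GFP-positive differentiation at or above the plate's own cutoff, the solvent-only control mean plus 3 SD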;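 note: cells exposed to compound for four days before flow analysis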
# T cell modulator: T cell immune modulation candidate; AID 2052; 2C CD8+ T cell-vesicle binding, flow cytometry; hits give low values; 330,000 compounds, 0.068% hits; calls only at 7 µM;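 active = response, share of CD8 T cells binding vesicles, and their 90th percentile fluorescence all below set limits, cut at about 80% in these data, passing the limit was not always enough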
#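 Test system: purified 2C TCR transgenic mouse naive CD8+ T cells. Probe or stimulus: QL9-peptide-loaded Drosophila micro-vesicles bearing Ld, ICAM-1 and B7-1. Incubation: binding step 1.5 h, 37 °C, antibody labelling 20 min, ice. Measured by: flow cytometry of vesicle-bound cells.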
# WT yeast gro inh mutant strain: second read-out of WT yeast gro inh, no call of its own (marks repeat the call); inhibition, %; mitochondrial fusion phenotypic screen, mutant strain inhibition
# bCat nuc transl cell count 5 µM: recorded beside bCat nuc transl, whose call it bears; cell count; measured here: cell count, cytotoxicity flag
# T cell modulator vesicle-bound %: second read-out of T cell modulator, no call of its own (marks repeat the call); double positive events, %; measured here: CD8+ vesicle-bound cell fraction;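 binding gate set so that unloaded-vesicle control wells show 10% double positive cells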
# Myeloid diff MLP GFP+ MAC1+ %: also measured in Myeloid diff MLP; calls as there; GFP+ MAC1+ double positive, %; measured here: differentiation confirmed by MAC1 staining
# The depositor's hits bear a star; i = inactive; . = no result given; + = active, no number.
# Start of the listing, in advance:
SMILES,Myeloid diff MLP GFP+ MAC1+ %,RSV CPE inhibition,Large T inhibition,bCat nuc transl,PhoP inhibition,West Nile antiviral,T cell modulator,MgcRacGAP inhibition,T cell modulator vesicle-bound %,bCat nuc transl cell count 5 µM,WT yeast gro inh,WT yeast gro inh mutant strain,Myeloid diff MLP
Cc1ccc(N2CC(C(=O)NC3=NCCS3)CC2=O)cc1 (centres undefined),0.8,3.4%,6.4%,.,-1.4%,0.1%,i,7.4%,1.9,.,-3.5,-1.7,i
Cc1ccc2oc(C(=O)NCc3ccc4c(c3)OCO4)c(C)c2c1,0.8,6.8%,4.1%,-3.1,-4.9%,0.2%,i,17.6%,27.9,1096,19.5,4.4,i

# Main list, from the first entry:
SMILES,Myeloid diff MLP GFP+ MAC1+ %,RSV CPE inhibition,Large T inhibition,bCat nuc transl,PhoP inhibition,West Nile antiviral,T cell modulator,MgcRacGAP inhibition,T cell modulator vesicle-bound %,bCat nuc transl cell count 5 µM,WT yeast gro inh,WT yeast gro inh mutant strain,Myeloid diff MLP
Cc1ccc(N2CC(C(=O)NC3=NCCS3)CC2=O)cc1 (centres undefined),0.8,3.4%,6.4%,.,-1.4%,0.1%,i,7.4%,1.9,.,-3.5,-1.7,i
Cc1ccc2oc(C(=O)NCc3ccc4c(c3)OCO4)c(C)c2c1,0.8,6.8%,4.1%,-3.1,-4.9%,0.2%,i,17.6%,27.9,1096,19.5,4.4,i
Cn1c(N)c(N=O)c(=O)n(C)c1=O,0.8,0.2%,11.3%,-0.4,1.6%,0.3%,i,0.7%,25.8,1345,.,.,i
CCCNC(=O)C(=O)Nc1cc2c3c(c1)CCC(=O)N3CCC2,2.8,-1.8%,-8.7%,.,-3.1%,0.3%,i,9.6%,44.3,.,.,.,i
O=S(=O)(Cc1ccccc1)c1ccccc1-c1nnc(-c2ccccc2)o1,0.5,0.7%,6.7%,2.4,5.9%,0.0%,i,9.2%,54.4,955,0.6,5.3,i
CCCCN(C)CCCNC(=O)/C=C1\Sc2ccccc2NC1=O,0.5,-1.0%,24.2%,2.9,6.8%,.,i,17.2%,30.9,1015,-4.0,0.6,i
C#CCOCCOCCOCCNc1nc(N2CCN(C(=O)[C@H](C(C)C)n3cc(CCO)nn3)CC2)nc(N2CCN(C(=O)[C@H]([C@@H](C)CC)n3cc(CCCCN)nn3)CC2)n1,2.2,-2.3%,4.2%,-0.4,-5.3%,0.2%,i,-14.2%,25.9,558,8.0,-8.7,i
Cc1ccc(Cc2nnc(SCC(=O)Nc3ccccc3C)[nH]c2=O)cc1,0.6,2.6%,6.4%,.,-1.8%,.,i,2.4%,52.9,.,.,.,i
CC(C)Cn1c(N)c(C(=O)COC(=O)c2ccc([N+](=O)[O-])o2)c(=O)n(C)c1=O,0.3,3.3%,14.7%,-0.2,3.3%,-1.5%,i,5.4%,24.2,1022,0.4,8.8,i
Cc1cc(C(=O)Nc2cccc(C(=O)O)c2)oc1C,1.0,2.9%,18.2%,.,-10.0%,0.1%,i,5.7%,20.1,.,12.7,-0.9,i
COc1ccc(/C=N/NC2=NCCCCC2)cc1,3.8,-3.1%,-2.5%,.,10.6%,-0.4%,i,-0.4%,5.5,.,21.0,2.4,i
Cc1ccc(/C=N/N=C2\SCC(=O)N2CC2CC2)cc1,0.2,3.4%,10.2%,1.1,-15.6%,0.2%,i,5.4%,49.4,1286,.,.,i
CCC/C(=N\NC(=O)C1CC1)c1ccc(Br)cc1,0.5,1.3%,-3.3%,.,14.5%,-0.1%,i,0.5%,50.9,.,.,.,i
O=C(N=C1N=C2C=CC(Br)=CN2Cc2ccccc21)c1ccc([N+](=O)[O-])cc1[N+](=O)[O-],1.2,10.6%,4.7%,0.2,-15.1%,3.4%,i,-5.6%,53.7,1233,.,.,i
CCc1ccc(CNCc2cccnc2)cc1,0.7,1.3%,19.3%,1.3,12.8%,0.1%,i,7.2%,22.2,896,1.2,2.0,i
O=C(Nc1cccnc1)C1CCN(S(=O)(=O)c2cccc3nonc23)CC1,2.2,0.2%,4.3%,.,-1.2%,-0.5%,i,1.9%,50.3,.,1.6,4.7,i
O=C(CSc1nnc(-c2ccccc2)o1)N1CCOCC1,0.6,0.6%,0.0%,-1.0,-6.6%,0.0%,i,-2.9%,22.8,1154,-2.7,-9.8,i
CCOc1ccc(C(c2nnnn2C(C)(C)C)N2CCN(C(=O)c3ccco3)CC2)cc1 (centres undefined),0.6,1.4%,4.3%,.,-3.5%,0.5%,i,6.5%,31.0,.,.,.,i
Cc1nc(NC(=O)COC(=O)C2=NNC(=O)CC2)c(Cl)cc1Cl,0.2,-0.7%,4.1%,-1.8,4.0%,0.8%,i,7.0%,46.8,1097,-14.1,-3.1,i
OC(c1ccccc1)(c1ccccc1)c1ccn[nH]1,2.1,1.6%,7.5%,.,.,.,i,3.4%,23.2,.,.,.,i
CN(CC(=O)Nc1ccc(F)c(F)c1F)C(=O)CN1C(=O)C2CCCCC2C1=O (centres undefined),0.9,1.5%,4.1%,.,-15.2%,0.0%,i,6.2%,59.3,.,.,.,i
O=C(N/N=C/c1cccs1)c1cnccn1,0.8,3.1%,15.1%,-1.2,17.2%,0.1%,i,5.0%,34.8,584,12.6,20.5,i
Cc1nnc(NC(=O)CSc2nnc(Cc3cccn3C)n2CCc2ccccc2)s1,6.1,.,4.9%,3.7,-14.7%,0.0%,i,7.1%,46.3,1306,-22.9,-61.0,i
CNC(=O)c1cc(S(=O)(=O)Nc2ccc3c(c2)OCCO3)ccc1C,0.7,0.1%,5.1%,.,4.7%,-0.4%,i,13.2%,32.5,.,.,.,i
Nc1ncnc(SCc2c(F)cccc2Cl)n1,0.2,6.0%,9.0%,-1.8,-2.5%,0.3%,i,.,14.6,1147,.,.,i
O=S(=O)(/N=C(/NS(=O)(=O)c1ccccc1)c1ccccc1)c1ccccc1,0.1,-1.3%,15.3%,-2.1,3.1%,0.6%,i,-0.5%,25.9,1137,-13.4,0.1,i
CC(C)n1c(CN2CCN(C)CC2)nc2c1c(=O)n(C)c(=O)n2C,0.4,1.5%,.,.,.,.,i,5.5%,39.7,.,10.0,-1.1,i
O=C(CCNC(=O)c1ccc([N+](=O)[O-])cc1)Nc1ccc(N2CCOCC2)cc1N1CCOCC1,0.2,1.3%,7.3%,-0.4,-5.4%,-0.1%,i,5.5%,26.5,1097,1.5,-0.1,i
O=C(Cn1cnc2ccccc2c1=O)N1CCOCC1,0.5,-0.4%,8.2%,-2.6,-14.1%,-0.1%,i,5.8%,52.9,923,1.1,2.9,i
Cc1[nH]nc(N)c1-c1ccccc1,0.2,4.5%,11.8%,0.8,-5.6%,1.2%,i,4.0%,32.5,905,-11.5,-8.5,i

# The list goes on:
SMILES,Myeloid diff MLP GFP+ MAC1+ %,RSV CPE inhibition,Large T inhibition,bCat nuc transl,PhoP inhibition,West Nile antiviral,T cell modulator,MgcRacGAP inhibition,T cell modulator vesicle-bound %,bCat nuc transl cell count 5 µM,WT yeast gro inh,WT yeast gro inh mutant strain,Myeloid diff MLP
Cc1cc(C)c(C)c(S(=O)(=O)N2CCN(C(=O)CCc3nc4ccccc4c(=O)[nH]3)CC2)c1C,0.5,3.8%,4.2%,.,-5.1%,0.1%,i,6.7%,8.0,.,.,.,i
COc1cccc(C2C(C(=O)c3cccs3)=C(O)C(=O)N2CCN2CCOCC2)c1 (centres undefined),0.4,0.8%,16.2%,.,.,-0.8%,i,-8.3%,24.3,.,.,.,i
Cc1cc(NC(=O)CSc2nc3c(c(=O)n2-c2ccccc2)SC(C)C3)no1 (centres undefined),5.7,1.6%,7.7%,-1.4,-5.4%,-0.1%,i,4.4%,15.8,1128,-7.1,-4.5,i
CC1Cc2cc(/C=C3/SC(=S)NC3=O)ccc2O1 (centres undefined),0.6,1.7%,12.4%,-0.6,-17.0%,0.2%,i,8.5%,5.2,1242,.,.,i
Cn1c(CO)nc2cc(N)ccc21,2.8,1.1%,24.9%,0.7,13.8%,0.3%,i,14.1%,11.2,1418,-5.1,-37.6,i
O=C1CCCN2N=C(SCC(=O)Nc3cccc(C(F)(F)F)c3)SC2=N1,3.1,-1.0%,2.7%,.,9.9%,-1.9%,i,9.8%,20.6,.,.,.,i
COc1ccc(N=c2oc3cc(O)ccc3cc2C(=O)NCC2CCCO2)c(OC)c1 (centres undefined),1.2,1.5%,4.0%,0.1,-5.0%,-0.3%,i,0.5%,43.1,891,10.1,12.1,i
CN1CCC(=NNC(=O)CN(c2ccc(Oc3ccccc3)cc2)S(C)(=O)=O)CC1,1.8,-0.5%,6.9%,-0.1,-3.6%,-0.2%,i,4.2%,43.5,966,-16.3,1.3,i
CCCc1nc2scc(-c3ccccc3)c2c(=O)n1N,0.8,9.0%,9.4%,.,12.5%,0.8%,i,-2.1%,11.4,.,22.9,14.5,i
CCN1CCN(C(c2cc(OC)c(OC)c(OC)c2)c2nnnn2C(C)C)CC1 (centres undefined),1.3,0.2%,-8.8%,-1.3,11.6%,-0.1%,i,10.2%,11.1,990,-4.0,1.7,i
O=C(Nc1cccnc1)c1ccc(COc2cc(Cl)ccc2Cl)o1,0.6,5.5%,1.9%,1.7,-1.4%,0.3%,i,10.7%,17.1,1316,7.9,-1.0,i
COc1ccc(N(CC(=O)Nc2cccc(F)c2)S(=O)(=O)c2c(C)[nH]c(=O)[nH]c2=O)cc1,0.0,-0.6%,2.4%,.,2.6%,-0.3%,i,-21.7%,3.2,.,.,.,i
OCC1(CCc2ccccc2)CCN(Cc2cnc(N3CCCC3)s2)CC1,0.9,-1.2%,-0.2%,-4.1,-7.6%,-1.1%,i,-1.1%,33.9,987,-7.9,9.7,i
Nc1[nH]nc2nc(N3CCOCC3)nc(-c3ccccc3)c12,1.0,1.3%,11.2%,2.1,3.5%,2.0%,i,-8.7%,38.4,1400,-2.2,-2.7,i
Brc1ccc(CN2C3=NCCCN3c3ccccc32)cc1,0.1,4.8%,7.2%,-0.5,5.4%,-0.9%,i,5.0%,36.0,522,3.7,18.5,i
CCN1/C(=C/c2ccc3cc(C)ccc3[n+]2CC)Sc2ccc3sccc3c21,8.4*,-3.8%,25.0%,.,.,.,i,6.5%,56.3,.,.,.,+
CCOC(=O)C1CCN(Cc2ccc(F)cc2F)CC1,7.4,0.9%,3.3%,-1.8,8.0%,0.2%,i,19.2%,15.4,1220,-0.4,16.2,i
Cc1ccc(F)c(N=Cc2c(O)c3ccccc3oc2=O)c1,0.3,1.1%,2.5%,.,-3.3%,-0.7%,i,13.4%,60.8,.,.,.,i
O=C1C2C3C=CC(C3)C2C(=O)N1c1cccc2cccnc12 (centres undefined),1.3,1.3%,23.6%,-0.2,8.0%,-0.1%,i,10.1%,63.0,916,-9.5,-5.7,i
